Screens from PubChem.
GSK3B inh – human GSK3beta kinase inhibition. actives 0.038% (n = 300,000). P49841. AID 2097. activity score (negative = inhibition), % at 10 µM. GST-GSK3beta kinase, ADP-Glo luminescence, 60 min; active compounds read low;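 active means more than half of replicate wells score below -50%, meaning over 50% inhibition versus plate controls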;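 further: 0% = median DMSO wells and -100% = median GW8510 positive control wells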
Target sequence (P49841 whole entry, looked up): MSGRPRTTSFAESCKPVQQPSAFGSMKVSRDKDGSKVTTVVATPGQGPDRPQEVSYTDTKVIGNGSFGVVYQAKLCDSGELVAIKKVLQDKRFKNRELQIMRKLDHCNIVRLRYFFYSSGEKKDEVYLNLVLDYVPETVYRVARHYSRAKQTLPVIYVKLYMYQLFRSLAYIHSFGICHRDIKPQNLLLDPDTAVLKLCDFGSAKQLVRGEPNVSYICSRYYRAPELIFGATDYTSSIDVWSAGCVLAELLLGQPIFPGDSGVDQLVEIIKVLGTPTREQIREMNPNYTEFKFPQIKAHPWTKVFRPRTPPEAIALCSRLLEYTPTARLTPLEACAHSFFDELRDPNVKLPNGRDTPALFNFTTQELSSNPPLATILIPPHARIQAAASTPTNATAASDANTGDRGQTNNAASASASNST
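Test system: GST-fused GSK3beta enzyme, cell-free | Quantity: 1.6 ng GST-GSK3beta enzyme per well | Reagent: 25 µM ATP with peptide substrate | Schedule: 60 min enzyme reaction, room temperature | Signal: Luminescent ADP-Glo measurement of ADP formed | Read-out basis: Score relative to plate controls | Control set: DMSO and 20 µM GW8510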
HDAC3 inhib – human HDAC3 inhibition; recombinant HDAC3, fluorogenic peptide/trypsin coupled, fluorescence; inhibition, % at 8.3 µM; actives 0.15% (n = 320,000); in the data active means inhibition above about 26%, passing the limit was not always enough
Target sequence (O15379 whole entry, looked up): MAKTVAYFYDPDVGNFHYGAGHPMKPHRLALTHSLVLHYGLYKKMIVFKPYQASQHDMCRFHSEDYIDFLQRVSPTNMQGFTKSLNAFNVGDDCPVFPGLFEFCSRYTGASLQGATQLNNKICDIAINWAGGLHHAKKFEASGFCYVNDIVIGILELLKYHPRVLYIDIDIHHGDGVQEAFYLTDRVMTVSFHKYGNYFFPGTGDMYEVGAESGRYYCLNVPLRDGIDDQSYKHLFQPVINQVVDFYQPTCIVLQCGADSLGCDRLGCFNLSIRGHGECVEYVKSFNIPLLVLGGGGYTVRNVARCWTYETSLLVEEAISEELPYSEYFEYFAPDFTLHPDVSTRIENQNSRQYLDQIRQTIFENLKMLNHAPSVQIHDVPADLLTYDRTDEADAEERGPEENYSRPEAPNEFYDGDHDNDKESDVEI
KCNK9 block – human KCNK9 channel inhibition; actives 1.2% (n = 310,000); B-score at 10 µM; Q9NPC2; HEK293 KCNK9, FluxOR thallium flux fluorescence; active compounds read low;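 active means ratio B-score over 3 SD below the library mean, with starting fluorescence within 5 SD of its mean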;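 further: negative B-score means less thallium flux so channel inhibition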
GSK3A inh – blocks human GSK-3 alpha kinase. ADP-Glo luminescence, 60 min. actives 0.1% (n = 320,000). inhibition, % at 10 µM;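 in the data active means inhibition above about 50%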;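 further: GST-tagged GSK-3 alpha with peptide substrate and 25 µM ATP; 0% = DMSO neutral wells and 100% = GW8510 positive control wells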
hERG rescue – hERG (human) protection from proarrhythmic block; CHO-hERG, FluxOR thallium flux, dofetilide IC70 present; actives 0.51% (n = 310,000); AID 1511; Q12809; activation (rescue from dofetilide block), less the hit threshold, % at 10 µM;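 active means activation above the mean of controls blocked by dofetilide plus 5 SD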;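 further: thallium influx through hERG after potassium depolarization seen as dye fluorescence rise; in these data hits start at about 4.7%; inactives centre near -7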
DYRK1A inh – inhibitors of rat Dyrk1A kinase. Q63470. ADP-Glo luminescence, NFATc1 peptide. inhibition, % at 12.5 µM. actives 0.43% (n = 310,000). AID 504441; in the data active means inhibition above about 50%;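 further: plate controls were vehicle with enzyme for no effect and no enzyme for full effect; many of its hits are not listed in these tables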
PolyA inhibitor – inhibitors of polyadenylation in S. cerevisiae. S. cerevisiae SKY197-pL101 polyadenylation reporter, beta-gal luminescence; efflux-impaired pdr1/pdr3 knockout yeast; score 100 = 6 SD above DMSO. calls only at 12 µM. actives 0.02% (n = 300,000). AID 1875;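 active means lowest replicate activity score at least 50, where 100 means six control SD above control mean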;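 further: yeast exposed to compound for 9 h at 30 °C; higher score means more reporter readthrough which indicates perturbed polyadenylation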
KCNK3 block – human KCNK3 channel inhibition, primary screen. CHO-KCNK3 thallium flux, FluxOR fluorescence; active compounds read low. B-score at 10 µM. actives 0.84% (n = 340,000). AID 602410;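 active means B-score under library mean minus 4 SD, starting fluorescence ratio at most library mean plus 5 SD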;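 further: more negative B-score means stronger inhibition of thallium flux through KCNK3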
KCNQ1 act – potentiators or activators of human KCNQ1 potassium channel | CHO-K1 KCNQ1, thallium flux FluxOR fluorescence; active compounds read high | B-score at 10 µM | actives 0.35% (n = 310,000);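 active means fluorescence ratio B-score, a plate-corrected score, at least three library SD, with initial intensity B-score within 5 SD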
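Assay system: CHO-K1 cells stably expressing KCNQ1; Medium: assay buffer with matched DMSO; Also added: K+/Tl+ depolarizing stimulus; Dosing: single dose; Timing: dye 90 min, compound 20 min, room temperature; Measured by: kinetic FluxOR thallium fluorescence, 10-s 1-Hz baseline, 110-s post-stimulus read; Read-out: peak-minus-minimum fluorescence over initial fluorescence, negative-control normalized, B-scored.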
KCNQ1 block – inhibitors of human KCNQ1 potassium channel; B-score at 10 µM; actives 1.3% (n = 310,000); CHO-K1 KCNQ1, FluxOR thallium flux fluorescence; active compounds read high; P51787;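 active means compounds whose thallium flux B-score, printed positive for inhibition, exceeds three library SD while starting fluorescence stays within three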;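 further: channel opened by potassium depolarization with thallium stimulus after 20 min compound exposure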
RGS4 pot – RGS4 potentiation or activation. HEK293 M3R/inducible RGS4, carbachol calcium flux Fluo4; active compounds read low. B-score at 10 µM. actives 0.92% (n = 310,000). AID 463111;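 active means B-score of the integrated calcium signal more than 4 SD below the library mean, with starting fluorescence not abnormally high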;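 further: negative B-score means reduced calcium response which marks RGS4 activation or potentiation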
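Detection: kinetic calcium fluorescence imaging with Fluo4-AM dye, 2 µM / Material: HEK293 cells with stable M3R and inducible RGS4 / Schedule: recording 10 s baseline at 1 Hz, 100 s post-agonist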
The depositor's hits bear a star. This is a subset. The share of hits here may be higher or lower than overall.

For COc1ccc(S(=O)(=O)NCc2ccc(C(=O)O)cc2)cc1 the results were GSK3B inh 3, HDAC3 inhib 2, KCNK9 block inactive, GSK3A inh 1, hERG rescue -8, DYRK1A inh -1, PolyA inhibitor inactive, KCNK3 block inactive, KCNQ1 act inactive, KCNQ1 block inactive and RGS4 pot inactive.
`CC(C)N(Cc1ccccc1)C(=O)COc1ccccc1` gave GSK3B inh -4, HDAC3 inhib -4, KCNK9 block inactive, GSK3A inh 5, hERG rescue -1, DYRK1A inh -3, PolyA inhibitor inactive, KCNK3 block inactive, KCNQ1 act inactive, KCNQ1 block inactive and RGS4 pot inactive.
For Cn1ncc2c(Nc3cccc4ccccc34)ncnc21 the results were GSK3B inh 0, HDAC3 inhib 5, KCNK9 block inactive, GSK3A inh 4, hERG rescue -9, DYRK1A inh -12, PolyA inhibitor inactive, KCNK3 block inactive, KCNQ1 act inactive, KCNQ1 block inactive and RGS4 pot inactive.
Screening Cc1ccc(NS(=O)(=O)c2cc(OCC(N)=O)c(C)cc2Cl)cc1C returned GSK3B inh 2, HDAC3 inhib 7, KCNK9 block inactive, GSK3A inh 0, hERG rescue -11, DYRK1A inh -3, PolyA inhibitor inactive, KCNK3 block inactive, KCNQ1 act inactive, KCNQ1 block inactive and RGS4 pot inactive.
`CCCCCc1c(O)nc(SCC(=O)NCC2CCCO2)[nH]c1=O` (centres undefined) gave GSK3B inh 2, HDAC3 inhib -2, KCNK9 block inactive, GSK3A inh 2, hERG rescue -8, DYRK1A inh 4, PolyA inhibitor inactive, KCNK3 block inactive, KCNQ1 act inactive, KCNQ1 block inactive and RGS4 pot inactive.
Screening COc1ccc(-c2cc(=O)oc3c(C)c(OCC(=O)Nc4cccnc4)ccc23)cc1 returned GSK3B inh 1, HDAC3 inhib 0, KCNK9 block inactive, GSK3A inh -1, hERG rescue -5, DYRK1A inh -1, PolyA inhibitor inactive, KCNK3 block inactive, KCNQ1 act inactive, KCNQ1 block inactive and RGS4 pot inactive.
`C/C(=N\NC(=O)CCC(=O)Nc1ccc(C)c(C)c1)C1CC1` gave GSK3B inh 4, HDAC3 inhib 4, KCNK9 block inactive, hERG rescue -11, DYRK1A inh 5, KCNK3 block inactive, KCNQ1 act inactive, KCNQ1 block inactive and RGS4 pot inactive.
COc1ccc(C2C(C(C)=O)=C(C)Nc3ncnn32)cc1[N+](=O)[O-] (centres undefined) was read as GSK3B inh -12, HDAC3 inhib 7, KCNK9 block inactive, GSK3A inh 22, hERG rescue -6, DYRK1A inh 2, PolyA inhibitor inactive, KCNK3 block inactive, KCNQ1 act inactive, KCNQ1 block inactive and RGS4 pot inactive.
For Cc1csc(SCC(=O)NCc2ccc3c(c2)OCO3)n1 the results were GSK3B inh 0, HDAC3 inhib 1, KCNK9 block inactive, GSK3A inh 1, hERG rescue -11, DYRK1A inh -8, PolyA inhibitor inactive, KCNK3 block inactive, KCNQ1 act inactive, KCNQ1 block inactive and RGS4 pot inactive.
`Cc1ccc(N2CCN(C(=O)c3cccs3)CC2)cc1C` gave GSK3B inh 1, HDAC3 inhib 5, KCNK9 block inactive, hERG rescue 1, DYRK1A inh 6, PolyA inhibitor inactive, KCNK3 block inactive, KCNQ1 act inactive, KCNQ1 block inactive and RGS4 pot inactive.
`Brc1cccc(-c2cnc3n2CCCCC3)c1` gave GSK3B inh 1, HDAC3 inhib 2, KCNK9 block inactive, GSK3A inh 6, hERG rescue -14, DYRK1A inh 6, PolyA inhibitor inactive, KCNK3 block inactive, KCNQ1 act inactive, KCNQ1 block inactive and RGS4 pot -7.9*.
COCCCNC(=S)Nc1cccc(SC)c1 was read as GSK3B inh 0, HDAC3 inhib -3, KCNK9 block inactive, GSK3A inh 2, hERG rescue -6, DYRK1A inh -10, PolyA inhibitor inactive, KCNK3 block inactive, KCNQ1 act inactive, KCNQ1 block inactive and RGS4 pot inactive.
For O=C(O)/C=C\C(=O)Nc1ccccc1C#Cc1ccc(Br)cc1 the results were GSK3B inh 3, HDAC3 inhib 4, KCNK9 block inactive, GSK3A inh -4, hERG rescue -9, DYRK1A inh 3, PolyA inhibitor inactive, KCNK3 block inactive, KCNQ1 act inactive, KCNQ1 block inactive and RGS4 pot inactive.
`CC(=O)c1ccc(N2CCN(C(=S)Nc3cccc(F)c3)CC2)cc1` gave GSK3B inh -1, HDAC3 inhib -9, KCNK9 block inactive, GSK3A inh 1, hERG rescue -3, DYRK1A inh 7, PolyA inhibitor inactive, KCNK3 block inactive, KCNQ1 act inactive, KCNQ1 block inactive and RGS4 pot inactive.
`Nc1ccc(C(=O)CC(=O)Nc2ccc(Cl)cc2)cc1` gave GSK3B inh -12, HDAC3 inhib 2, KCNK9 block inactive, GSK3A inh -1, hERG rescue -4, DYRK1A inh -5, PolyA inhibitor inactive, KCNK3 block inactive, KCNQ1 act inactive, KCNQ1 block inactive and RGS4 pot inactive.
For CCOc1ccccc1NC(=O)C(Sc1nnc2ccccn12)c1ccccc1 (centres undefined) the results were GSK3B inh 2, HDAC3 inhib 2, KCNK9 block inactive, GSK3A inh 1, hERG rescue -7, DYRK1A inh -1, PolyA inhibitor inactive, KCNK3 block inactive, KCNQ1 act inactive, KCNQ1 block inactive and RGS4 pot inactive.
`Cc1ccc(N2CC(C(=O)Nc3ccc4c(c3)OCCO4)CC2=O)cc1C` (centres undefined) gave GSK3B inh 5, HDAC3 inhib -1, KCNK9 block inactive, GSK3A inh -4, hERG rescue -6, DYRK1A inh -1, PolyA inhibitor inactive, KCNK3 block inactive, KCNQ1 act inactive, KCNQ1 block inactive and RGS4 pot inactive.
`CC/C(C)=N\Nc1nc(-c2cc3cc(OC)ccc3oc2=O)cs1` gave GSK3B inh 2, HDAC3 inhib -1, KCNK9 block inactive, GSK3A inh -1, hERG rescue -9, DYRK1A inh 19, PolyA inhibitor inactive, KCNK3 block inactive, KCNQ1 act inactive, KCNQ1 block inactive and RGS4 pot inactive.
For CCC/C(O)=N\S(=O)(=O)c1ccc(N=NN(C)C)cc1 the results were GSK3B inh -1, HDAC3 inhib -1, KCNK9 block inactive, GSK3A inh -1, hERG rescue -7, DYRK1A inh 16, PolyA inhibitor inactive, KCNK3 block inactive, KCNQ1 act inactive, KCNQ1 block inactive and RGS4 pot inactive.
Screening COc1ccc(S(=O)(=O)N2CCN(c3ccccn3)CC2)cc1OC returned GSK3B inh 1, HDAC3 inhib -2, KCNK9 block inactive, GSK3A inh 3, hERG rescue 0, DYRK1A inh -4, PolyA inhibitor inactive, KCNK3 block inactive, KCNQ1 act inactive, KCNQ1 block inactive and RGS4 pot inactive.

Pulled by structure from above (2):
`Nc1ccc(C(=O)CC(=O)Nc2ccc(Cl)cc2)cc1` gave GSK3B inh -12, HDAC3 inhib 2, KCNK9 block inactive, GSK3A inh -1, hERG rescue -4, DYRK1A inh -5, PolyA inhibitor inactive, KCNK3 block inactive, KCNQ1 act inactive, KCNQ1 block inactive and RGS4 pot inactive.
`CC(=O)c1ccc(N2CCN(C(=S)Nc3cccc(F)c3)CC2)cc1` gave GSK3B inh -1, HDAC3 inhib -9, KCNK9 block inactive, GSK3A inh 1, hERG rescue -3, DYRK1A inh 7, PolyA inhibitor inactive, KCNK3 block inactive, KCNQ1 act inactive, KCNQ1 block inactive and RGS4 pot inactive.

Next entries follow.
Cc1cc(C)cc(NCCC#N)c1 was read as GSK3B inh 1, HDAC3 inhib -5, KCNK9 block inactive, GSK3A inh -2, hERG rescue -2, DYRK1A inh -1, PolyA inhibitor inactive, KCNK3 block inactive, KCNQ1 act inactive, KCNQ1 block inactive and RGS4 pot inactive.
Screening CC(C)CNC(=O)C(=O)NCC1CCCN1S(=O)(=O)c1cccs1 (centres undefined) returned GSK3B inh 1, HDAC3 inhib -5, KCNK9 block inactive, GSK3A inh 0, hERG rescue -10, DYRK1A inh 1, PolyA inhibitor inactive, KCNK3 block inactive, KCNQ1 act inactive, KCNQ1 block inactive and RGS4 pot inactive.
COc1ccc(Cl)cc1NC(=O)NN1CCN(C)CC1 was read as GSK3B inh -1, HDAC3 inhib 4, KCNK9 block inactive, GSK3A inh 1, hERG rescue -5, DYRK1A inh -3, PolyA inhibitor inactive, KCNK3 block inactive, KCNQ1 act inactive, KCNQ1 block inactive and RGS4 pot inactive.
`Cc1nn(Cc2cccc(C(=O)Nn3cc([N+](=O)[O-])cn3)c2)c(C)c1[N+](=O)[O-]` gave GSK3B inh -2, HDAC3 inhib 2, KCNK9 block inactive, GSK3A inh -3, hERG rescue 0, DYRK1A inh -2, PolyA inhibitor inactive, KCNK3 block inactive, KCNQ1 act inactive, KCNQ1 block inactive and RGS4 pot inactive.
Cn1c(=O)n(C)c2cc(S(=O)(=O)NCC(=O)O)ccc21 was read as GSK3B inh 0, HDAC3 inhib -7, KCNK9 block inactive, GSK3A inh 0, hERG rescue -3, DYRK1A inh 4, PolyA inhibitor inactive, KCNK3 block inactive, KCNQ1 act inactive, KCNQ1 block inactive and RGS4 pot inactive.
Screening COc1ccc(-n2c(SCC(=O)Nc3nccs3)nc3c(c2=O)SC(C)C3)cc1 (centres undefined) returned GSK3B inh -4, HDAC3 inhib 4, KCNK9 block inactive, GSK3A inh -1, hERG rescue -8, DYRK1A inh -4, PolyA inhibitor inactive, KCNK3 block inactive, KCNQ1 act inactive, KCNQ1 block inactive and RGS4 pot inactive.
`COc1cc(Oc2ccccc2)nc(N)n1` gave GSK3B inh -3, HDAC3 inhib -4, KCNK9 block inactive, GSK3A inh -4, hERG rescue -5, DYRK1A inh -1, PolyA inhibitor inactive, KCNK3 block inactive, KCNQ1 act inactive, KCNQ1 block inactive and RGS4 pot inactive.
For CC1CCCCN1C(=O)/C=C/c1ccccc1[N+](=O)[O-] (centres undefined) the results were GSK3B inh -2, HDAC3 inhib 1, KCNK9 block inactive, GSK3A inh 0, hERG rescue -12, DYRK1A inh 3, PolyA inhibitor inactive, KCNK3 block inactive, KCNQ1 act inactive, KCNQ1 block inactive and RGS4 pot inactive.
`Cc1sc(NC(=O)C2C3C=CC(C3)C2C(=O)O)c(C(N)=O)c1-c1ccc(C(C)C)cc1` (centres undefined) gave GSK3B inh 4, HDAC3 inhib -3, KCNK9 block inactive, GSK3A inh -2, hERG rescue -12, DYRK1A inh -3, PolyA inhibitor inactive, KCNK3 block inactive, KCNQ1 act inactive, KCNQ1 block inactive and RGS4 pot inactive.
C/C(CS(=O)(=O)c1ccc(Cl)cc1)=N/NC(N)=S was read as GSK3B inh -5, HDAC3 inhib 2, KCNK9 block inactive, GSK3A inh -1, hERG rescue -11, DYRK1A inh 0, PolyA inhibitor inactive, KCNK3 block inactive, KCNQ1 act inactive, KCNQ1 block inactive and RGS4 pot inactive.
